Assay outcomes: PubChem BioAssay, several laboratories
PLAP inhibition = PLAP enzyme inhibitors, biochemical, luminescence, HTS (AID 690) | inhibition, % at 20 µM; hits with a dose series show IC50 in µM | 96,000 tested, 0.08% active | purified PLAP, luminescent substrate; higher % means a stronger effect; in the data active = a potency from the dose series; inactive = the rest, 99 in 100 with inhibition below about 30%; note: strong numbers were not always called active
Bcl-B TR3 displacers = displacers of TR3 peptide from Bcl-B, primary screen, selectivity assay for Bfl-1 inhibitor project, biochemical, fluorescence polarization; one-dose displacement, % at 20 µM; IC50 in µM for titrated hits; FP displacement of FITC-TR3 peptide from Bcl-B; higher % means a stronger effect; 96,000 tested, 0.11% active; AID 748;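 active = displacement above 50% at 20 µM plus a fluorescence interference ratio under 1.5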;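 note: plate controls were wells without compound for no effect and wells lacking Bcl-B protein for full effect; a part of the inactive calls stands beside numbers as strong as those of hits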
IL1B NFkB pot = enhances IL-1B driven NFkB nuclear translocation; HUVEC IL-1B NFkB p65 nuclear translocation imaging; activation, % at 2 µM; 94,000 tested, 0.3% active;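 active = activation above 40%, about the mean plus 3 SD, also judged a hit on visual image review; inconclusive = activation above 40% but not a hit on visual review; inactive = activation not above 40% and no visual hit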;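 note: percent activation is computed from the nuclear over cytoplasmic p65 intensity ratio; values of inactives mirror those of a sister screen read the other way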
MRP resist rev = reverses drug resistance mediated by MRP. H69AR cells + 2 uM doxorubicin, CellTiter-Glo, 72 h. differential viability (reversal), % at 10 µM. 85,000 tested, 0.04% active;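 active = viability drop by adding the cancer drug above about 55%, with treated viability meeting a 40% cutoff, limit read from the data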;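 note: viability without doxorubicin minus viability with 2 µM doxorubicin for each compound; larger differential means the compound sensitizes cells more to doxorubicin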
NFkB transloc inh = blocks IL-1B driven NFkB nuclear translocation in HUVEC cells | HUVEC IL-1B NFkB p65 nuclear translocation imaging | inhibition, % at 2 µM | 94,000 tested, 0.43% active | AID 796;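 active = inhibition above about 30% together with a positive call from visual inspection of the well image, limit read from the data; inconclusive = inhibition above a set limit but visual check negative; inactive = inhibition not above a set limit, visual check negative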;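 note: nuclear over cytoplasmic p65 intensity ratio measured by imaging; 0% = IL-1B stimulated DMSO wells and 100% = unstimulated DMSO wells; values of inactives mirror those of a sister screen read the other way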
MRP resist rev cytotoxicity = also measured in MRP resist rev; calls as there; viability, %; H69AR cells, CellTiter-Glo, 72 h; measured here: cytotoxicity without doxorubicin
MRP resist rev with doxorubicin = recorded beside MRP resist rev, whose call it bears; viability, %; measured here: viability with 2 uM doxorubicin; active compounds read low
NFkB transloc inh cell count 2 µM = recorded beside NFkB transloc inh, whose call it bears; cell count; measured here: cells passing quality filter;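 raw number of nuclei counted in each imaged well without normalization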
IL1B NFkB pot cell count 2 µM = further read-out of IL1B NFkB pot, marked with its call; cell count; measured here: cells passing quality filter
* hit, by the source's call; u = inconclusive; x = no result given. Some of the compounds tested; rates above refer to the full screens.

cpd	SMILES	PLAP inhibition	Bcl-B TR3 displacers	IL1B NFkB pot	IL1B NFkB pot cell count 2 µM	MRP resist rev	MRP resist rev cytotoxicity	MRP resist rev with doxorubicin	NFkB transloc inh	NFkB transloc inh cell count 2 µM
1	O=C1Nc2ccccc2C12OCCCO2	18%	2%	3	178	-1	84	86	-3	178
2	COc1ccc(CCNC(=O)c2nnc(Cc3c(F)cccc3Cl)o2)cc1OC	13%	-3%	6	130	10	94	84	-6	130
3	Cc1ccc(OCCCC(=O)NCc2ccco2)cc1	5%	-2%	7	143	x	x	x	-7	143
4	O=C(Nc1ccccc1N1CCN(C(=O)c2ccccc2)CC1)c1cc2ccccc2o1	18%	-7%	5	165	-25	56	81	-5	165
5	O=C(Cn1c(=O)oc2cc(S(=O)(=O)N3CCOCC3)ccc21)N1CCc2ccccc2C1	12%	3%	-7	187	12	94	82	7	187
6	Cc1[nH]c(=O)[nH]c(=O)c1S(=O)(=O)N1CCC(C(=O)N2CCN(Cc3ccccc3)CC2)CC1	-10%	-2%	13	37	3	92	89	-13	37
7	C=CCN=c1sc(C(=O)OC)cc(=O)n1CC=C	-7%	-4%	18	141	x	x	x	-18	141
8	CCN(CC)C(=O)c1csc(Nc2ccc(C)cc2)n1	-34%	10%	-11	114	x	x	x	10	114
9	Cc1ccc(NC(=O)CCc2c(C)nc3ncnn3c2C)nc1	1%	-9%	-4	97	2	74	72	4	97
10	CCOC(=O)N1CCN(c2c(NCCc3ccc(OC)c(OC)c3)c(=O)c2=O)CC1	3%	7%	28	197	8	79	71	-28	197
11	Cc1nc2ccc3nc(NC(=O)c4ccco4)sc3c2s1	x	x	7	121	12	91	79	-7	121
12	CN1CCN(C2=C(Cl)C(=O)N(c3ccc(Cl)cc3)C2=O)CC1	-69%	-25%	x	x	-16	53	70	x	x
13	CCC1CCCCN1CCNC(=O)C1CCN(S(=O)(=O)c2c(C)noc2C)CC1 (configuration not stated)	-85%	-5%	18	183	9	94	85	-18	183
14	CCOc1ccc(C2C(C#N)=C(N)SC(N)=C2C#N)cc1OC	-87%	-350%	x	x	-15	87	102	x	x
15	Cc1cccc(C)c1NC(=O)N1CCC(c2nc3ccccc3o2)CC1	-48%	-9%	x	x	5	86	80	x	x
16	Cc1ccc(NC(=O)C[n+]2ccccc2)cc1[N+](=O)[O-]	20%	4%	-9	106	x	x	x	9	106
17	Cc1ccc(Nc2ccc(C(=O)N3CCCC3)cn2)c(C)c1	-73%	6%	-3	163	x	x	x	3	163
18	CCOC(=O)N1CCN(S(=O)(=O)c2cc(C)c(C)cc2C)CC1	x	x	17	116	24	92	68	-17	116
19	CSc1nsc(/C=C/Nc2cccc(Cl)c2)c1C#N	-12%	-16%	5	95	-8	29	37	-5	95
20	CCOC(=O)c1[nH]c(C)c(C(=O)O)c1C	-4%	6%	9	129	x	x	x	-9	129
21	Cc1ccc(P(=O)(CO)c2ccc(C)cc2)cc1	-14%	-6%	x	x	33	100	67	x	x
22	COCCn1c(SCC(=O)Nc2ccccc2)nc2c1c(=O)[nH]c(=O)n2C	11%	1%	x	x	15	105	90	x	x
23	O=C(Nc1ccon1)c1cccc(S(=O)(=O)N2CCCC2)c1	6%	-7%	-11	120	-10	86	96	11	120
24	O=C(O)CC(NC(=O)c1ccccc1NC(=O)c1ccccc1)C(=O)O (configuration not stated)	12%	-4%	19	123	x	x	x	-19	123
25	C=CCNc1ncnc2c1cnn2-c1ccc(C)cc1C	-3%	-3%	x	x	-23	61	84	x	x
26	Cc1ccc2nc(C3CCCN(C(=O)NCc4ccccc4)C3)[nH]c2c1 (configuration not stated)	21%	-9%	0	189	-16	82	98	0	189
27	CSC1=C(C#N)C(c2ccccc2Cl)C2=C(CCCC2=O)N1 (configuration not stated)	6%	16%	x	x	5	76	71	x	x
28	O=C1CC(c2ccccc2)n2nc(NC(=O)C3CCCO3)nc2N1 (configuration not stated)	-12%	4%	12	50	-10	93	103	-12	50
29	C=C(C)c1cccc(C(C)(C)NC(=O)N2CCCC(C(N)=O)C2)c1 (configuration not stated)	5%	-12%	6	144	0	94	94	-6	144
30	CCOC(=O)c1cnc(SCc2nc(N)nc(Nc3ccc(OC)cc3)n2)nc1N	22%	-11%	11	130	-3	43	45	-11	130
31	CC(=O)c1cccc(NC(=O)Nc2cc3sccc3n2C)c1	-35%	3%	x	x	7	92	85	x	x
32	CC(NC(=O)NC(N)=O)(C(F)(F)F)C(F)(F)F	16%	15%	41*	149*	x	x	x	-41	149
33	CSCCC(NC(=O)C1CCC(C)CC1)C(=O)NCc1ccco1 (configuration not stated)	2%	4%	9	80	-8	76	84	-9	80
34	COc1ccc(-n2nnnc2SCC(=O)Nc2ccccc2)cc1	11%	0%	-18	170	-2	103	105	18	170
35	CCn1c(SC)nc(O)c(C(c2ccc(OC)c(O)c2)c2c(O)nc(SC)n(CC)c2=O)c1=O	-2%	1%	59*	87*	x	x	x	-59	87
36	COCCCNc1ccnc2c(Cl)cccc12	22%	-4%	x	x	-8	70	78	x	x
37	O=C(CN1CCOCC1)c1c[nH]c2ccccc12	15%	-13%	3	155	-10	87	97	-3	155
38	CC(=O)N1CC=C2C(C#N)=C(N)C(C#N)(C#N)C(CCc3ccccc3)C2C1 (configuration not stated)	-28%	-2%	x	x	-21	42	63	x	x
39	Cc1ccc(C)c(OCC(=O)Nc2cccc(C(=O)O)c2)c1C	-17%	4%	9	171	0	93	93	-9	171
40	CCOC(=O)CSc1nnc(CNC(=O)c2ccc(OC)c(OC)c2)n1C	-13%	-1%	7	138	5	96	91	-6	138
41	O=C1N(Nc2ccccc2)C(c2ccc(Br)cc2)C12CCCC2 (configuration not stated)	11%	0%	-4	166	6	91	85	4	166
42	CCn1cc(C(=O)NCc2ccccc2OC)c(=O)c2cc(S(=O)(=O)N(C)C)ccc21	-50%	-7%	x	x	10	87	77	x	x
43	CCOC(=O)c1ccc(Oc2cc(C)nc(SC)n2)cc1	-44%	-8%	6	133	-35	22	58	-6	133
44	CCOC(=O)C1CCN(C(=O)Nc2ccc3c(c2)nc(C)n3C)CC1	8%	-6%	24	132	1	103	102	-24	132
45	COc1cc(NC(=O)C(C)Oc2ccccc2)c(C(=O)O)cc1OC (configuration not stated)	12%	-6%	20	101	8	86	78	-20	101

An excerpt from above in order of number of heavy atoms, high to low:
cpd	SMILES	PLAP inhibition	Bcl-B TR3 displacers	IL1B NFkB pot	IL1B NFkB pot cell count 2 µM	MRP resist rev	MRP resist rev cytotoxicity	MRP resist rev with doxorubicin	NFkB transloc inh	NFkB transloc inh cell count 2 µM
45	COc1cc(NC(=O)C(C)Oc2ccccc2)c(C(=O)O)cc1OC (configuration not stated)	12%	-6%	20	101	8	86	78	-20	101
39	Cc1ccc(C)c(OCC(=O)Nc2cccc(C(=O)O)c2)c1C	-17%	4%	9	171	0	93	93	-9	171
37	O=C(CN1CCOCC1)c1c[nH]c2ccccc12	15%	-13%	3	155	-10	87	97	-3	155

(further entries)
cpd	SMILES	PLAP inhibition	Bcl-B TR3 displacers	IL1B NFkB pot	IL1B NFkB pot cell count 2 µM	MRP resist rev	MRP resist rev cytotoxicity	MRP resist rev with doxorubicin	NFkB transloc inh	NFkB transloc inh cell count 2 µM
46	O=C(NCCc1cccs1)C1CC(c2ccccc2[N+](=O)[O-])=NO1 (configuration not stated)	21%	11%	-1	129	x	x	x	1	129
47	O=C(Cn1cnc2ccccc2c1=O)NCC(=O)N1CCN(Cc2ccc3c(c2)OCO3)CC1	-31%	-8%	x	x	-24	85	108	x	x
48	O=S(=O)(NCc1ccccn1)c1cccc2nsnc12	-27%	-3%	-4	138	1	88	87	4	138
49	CCOC(=O)c1c(C)[nH]c(C(=O)CSc2ccc(Cl)cc2)c1C	29%	-12%	0	76	-6	47	53	0	76
50	COc1ccc(N2C(=O)C(Cl)=C(N3CCCC(C)C3)C2=O)cc1 (configuration not stated)	7%	-17%	12	155	19	96	77	-12	155
51	COc1ccc(N(C(=O)c2ccco2)C(C(=O)NC2CCCC2)c2ccc(N(C)C)cc2)cc1 (configuration not stated)	-56%	1%	12	190	8	77	69	-12	190
52	COc1ccc(-n2nnnc2SCC(=O)Nc2ccc3c(c2)OCCO3)cc1OC	-22%	-5%	-13	175	-9	21	30	13	175
53	CC(=O)CC(c1ccccc1)S(=O)(=O)c1ccc(C)cc1 (configuration not stated)	8%	11%	4	136	x	x	x	-4	136
54	CS(=O)(=O)NCC(c1cccnc1)N1CCN(c2ccc(F)cc2)CC1 (configuration not stated)	x	x	5	131	-1	88	89	-5	131
55	N#CC1(C#N)C2=C(CCCC2)NC(c2ccccc2)C1(C#N)C#N (configuration not stated)	-47%	-10%	5	142	-8	69	76	-4	142
56	COc1ccc(NC(=O)CN(c2cc(C)cc(C)c2)S(=O)(=O)c2c(C)n[nH]c2C)cc1	-87%	0%	0	150	9	76	67	0	150
57	O=C(OCc1ccc(Cl)cc1Cl)c1ccncc1	-10%	3%	126*	151*	x	x	x	-126	151
58	CCN(CC)S(=O)(=O)c1ccc2oc(C(=O)NCCCN3CCOCC3)c(C)c2c1	-97%	-3%	24	88	3	62	60	-24	88
59	Cc1onc(-c2ccccc2)c1C(=O)Nc1ccccc1C#N	-10%	-6%	x	x	-18	65	83	x	x
60	CCCCNC(=O)CC1N=C2c3ccccc3N=C(SCC(=O)Nc3cccc(C)c3)N2C1=O (configuration not stated)	-36%	1%	-5	109	x	x	x	5	109
61	S=c1nc(-c2ccc(Br)cc2)oc2c1CCCC2	-16%	-10%	15	142	-3	81	84	-15	142
62	O=C(c1ccc(F)cc1)C1CCN(C(=O)Nc2ccc(F)cc2)CC1	0%	13%	-16	61	12	93	81	16	61
63	CCN1CCN(Cc2ccc(NC(=O)Nc3cccs3)cc2)CC1	0%	6%	3	182	4	100	97	-3	182
64	C=CCC(C#Cc1ccccc1)[N+](C)(C)CC=C (configuration not stated)	34%	-6%	7	68	16	105	89	-7	68
65	Cc1nc(N2CCN(C)CC2)c2sc(=S)n(-c3ccccc3)c2n1	-34%	0%	x	x	41	73	33	x	x
66	CCOC(=O)N1CCN(S(=O)(=O)c2cc(OCC)ccc2OCC)CC1	-38%	10%	-15	98	-40	40	80	15	98
67	Fc1ccccc1C(c1nnnn1Cc1ccc2c(c1)OCO2)N1CCN(Cc2ccccc2)CC1 (configuration not stated)	-56%	-7%	4	145	-9	68	77	-4	145
68	Cn1c(=O)c2c(nc(CN3CCN(CCO)CC3)n2Cc2cccc3ccccc23)n(C)c1=O	-87%	-8%	31	74	-2	86	88	-31	74
69	c1ccc(-n2c(SCC3CCCCO3)nnc2-c2cnccn2)cc1 (configuration not stated)	-35%	-3%	u	x	3	81	78	-56	109
70	Nc1nc(Nc2cccc(F)c2)nc2ccccc12	-46%	5%	x	x	-18	36	54	x	x
71	C=CCOc1ccc(C2C(C(=O)c3ccco3)=C(O)C(=O)N2Cc2cccnc2)cc1 (configuration not stated)	-5%	-4%	7	168	6	102	95	-8	168
72	CN(Cc1ccccc1)S(=O)(=O)c1ccc(NS(=O)(=O)Cc2ccccc2)cc1	-35%	-166%	-1	67	-21	73	94	1	67
73	Cc1ccc2nc(C(=O)O)c(C(=O)O)nc2c1	10%	-4%	29	46	4	91	87	-29	46
74	CC(C)(C)c1cccc(OCCCSc2ncccn2)c1	3%	-3%	8	161	-1	103	104	-8	161
75	CCCCCOc1ccc(C2NC(=O)NC2=O)cc1 (configuration not stated)	-4%	-2%	u	x	-26	86	112	-48	41
76	CC(C(=O)Nc1cccc([N+](=O)[O-])c1)n1nnc2ccccc21 (configuration not stated)	23%	-2%	15	133	x	x	x	-15	133
77	CCCn1c(O)c2ccc(C(=O)N=NC(=O)c3cccnc3)cc2c1O	-22%	-5%	10	182	x	x	x	-10	182
78	Cc1csc(NC(=O)CSc2nnc(-c3ccc(Cl)cc3)n2N)n1	3%	4%	-4	173	2	97	95	4	173
79	CNc1nnc(-c2cc3cc(Cl)ccc3oc2=O)s1	-24%	15%	-11	143	-1	95	96	11	143
80	COC(=O)c1ccc(C(C(=O)NC2CCCCC2)N(C(=O)Cc2cccs2)C2CC2)cc1 (configuration not stated)	22%	-5%	-7	133	x	x	x	8	133
